Hsp70 activator: Hsp70 transcriptional activators, primary screen, cell-based, HeLa, Hsp70 promoter luciferase, luminescence, 10 µM; HeLa Hsp70 promoter luciferase reporter; scaled: vehicle 0, proteasome-inhibitor control 100%; 200,000 compounds, 0.04% hits; activation, % at 10 µM;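 active = activation above the mean across all tested compounds plus 3 SD, cutoff set per campaign, cut at about 5.5% in these data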;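 also: 100% = MG132 at 30 µM as the positive control and 0% = DMSO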
Diaph act CS: compounds boosting diaphorase resazurin reduction – biochemical, uHTS, resorufin fluorescence, counter-screen for diaphorase-coupled primary assays, primary screen; Diaphorase/resazurin coupled assay, 16 min; active compounds read high; 1 = vehicle wells, 0 = NADH-free wells; activation factor at 20 µM; 190,000 compounds, 0.005% hits;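 active = diaphorase activity raised at least twofold by the compound at 20 µM; inactive = activation factor below 2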
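Assay system: Purified diaphorase enzyme from Clostridium kluyveri | Amount: Enzyme 0.07 U/mL final | Dosing: Compound 20 µM once, DMSO 1% | Timing: 16 min reaction at room temperature | Detection: Fluorescence, excitation 544 nm and emission 590 nm | Evaluation: Higher resorufin formation from activation or reduction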
S1P3 antagonist: S1P3 receptor antagonists, primary screen, cell-based | Sphingosine 1-phosphate receptor 3 (Homo sapiens), Q99500 | CHO S1P3 NFAT-BLA reporter, FRET fluorescence, antagonist mode | inhibition, % at 4.98 µM | 170,000 compounds, 0.27% hits | AID 485, 2006;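 active = inhibition above the plate cutoff, the mean inhibition of test wells on that plate plus 3 SD, cut at about 28% in these data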;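 also: cells challenged with S1P at its EC80 of 0.8 µM; blue over green emission ratio from cleaved BLA substrate after 4 h stimulation; 0% = S1P-stimulated wells and 100% = unstimulated DMSO-only wells; some compounds past the cut are filed as inactive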
Target sequence (Q99500 whole entry, looked up): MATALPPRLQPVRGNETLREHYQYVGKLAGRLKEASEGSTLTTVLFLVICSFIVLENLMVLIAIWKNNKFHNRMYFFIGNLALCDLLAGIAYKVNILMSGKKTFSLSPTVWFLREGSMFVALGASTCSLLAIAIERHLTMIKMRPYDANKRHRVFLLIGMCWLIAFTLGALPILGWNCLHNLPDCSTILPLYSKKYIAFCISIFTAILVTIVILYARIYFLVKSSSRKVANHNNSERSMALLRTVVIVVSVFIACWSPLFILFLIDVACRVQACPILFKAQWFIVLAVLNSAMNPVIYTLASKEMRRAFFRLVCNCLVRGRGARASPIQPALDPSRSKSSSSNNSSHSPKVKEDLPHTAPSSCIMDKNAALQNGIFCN
PMI act hi M6P: human PMI activators, high substrate, primary screen, biochemical, fluorescence intensity, near-saturating mannose 6-phosphate; activation factor at 20 µM; coupled PMI enzyme assay, resazurin fluorescence, 20 min; active compounds read high; 1 = untreated enzyme, 0 = substrate-free blank; Mannose-6-phosphate isomerase (Homo sapiens), P34949; 190,000 compounds, 0.34% hits;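 active = activation factor of 2 or more at 20 µM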
Target sequence (P34949 whole entry, looked up): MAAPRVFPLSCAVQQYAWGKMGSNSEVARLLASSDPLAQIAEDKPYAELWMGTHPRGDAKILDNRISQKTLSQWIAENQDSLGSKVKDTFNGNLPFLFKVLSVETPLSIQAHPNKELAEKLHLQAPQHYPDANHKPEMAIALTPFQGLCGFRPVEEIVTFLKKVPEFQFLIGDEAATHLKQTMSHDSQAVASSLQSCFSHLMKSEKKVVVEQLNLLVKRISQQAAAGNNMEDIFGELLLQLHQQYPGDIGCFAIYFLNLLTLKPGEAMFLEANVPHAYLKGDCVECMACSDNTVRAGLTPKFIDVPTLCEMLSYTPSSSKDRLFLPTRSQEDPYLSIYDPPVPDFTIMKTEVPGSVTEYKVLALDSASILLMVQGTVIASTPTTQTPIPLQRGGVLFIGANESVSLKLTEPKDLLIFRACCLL
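Material: human phosphomannose isomerase with PGI, G6PDH, diaphorase coupling enzymes. Quantity: 15 ng/mL PMI. Medium: HEPES pH 7.4 buffer with MgCl2 and Tween-20. Reagent: Near-saturating mannose-6-phosphate, 1.0 mM. Compound: 20 µM single dose. Times: enzyme reaction with compound 20 min at room temperature. Detection: resorufin fluorescence at Ex 544/Em 590 nm.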
G6PDH counter: L. mesenteroides G6PDH inhibitors, counter-screen for G6PDH-coupled screening assays, biochemical, Leuconostoc mesenteroides enzyme | glucose-6-phosphate dehydrogenase [Leuconostoc mesenteroides] | Purified L. mesenteroides G6PDH, diaphorase/resazurin coupled fluorescence, 45 min | inhibition, % at 5 µM | 200,000 compounds, 0.12% hits | AID 1020, 2008
Redox H2O2 prof: compounds producing H2O2 with reducing agent – biochemical, NIH compound library profiling, artefact control for MLSCN library redox annotation, primary screen | 200,000 compounds, 0.03% hits | activation, % at 10 µM | DTT-dependent redox cycling H2O2, phenol red/HRP absorbance; 100% = 100 µM peroxide control, 0% = buffer;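 active = activation of at least 50% relative to the plate's high and low controls in the primary single-dose screen; inactive = activation below 50%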;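 also: compound incubated with DTT at 0.8 mM final as the reducing agent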
TLR4 MyD88 comp: inhibitors of TLR4-MyD88 association in cells, primary screen, cell-based, HeLa CL3-4, BLA complementation, FRET ratio; Toll-like receptor 4 (Homo sapiens) + Myeloid differentiation primary response protein …; HeLa CL3-4 TLR4/MyD88 BLA complementation; inhibition, % at 8.4 µM; 200,000 compounds, 0.18% hits; in the data active = inhibition above about 25%;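 also: 0% = vehicle and 100% = reference inhibitor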
L major viab: Leishmania major promastigote growth inhibition, primary screen. 200,000 compounds, 9% hits. Leishmania major promastigotes, resazurin fluorescence viability. inhibition, % at 10 µM;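 also: promastigotes grown with compound for 44 hours at 28 °C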
PMI activator: activators of human PMI, primary screen, biochemical, fluorescence intensity, near-Km mannose 6-phosphate. Mannose-6-phosphate isomerase (Homo sapiens), P34949. purified human PMI, coupled resazurin fluorescence, 20 min; active compounds read high; 1 = vehicle control, 0 substrate-free wells. activation factor at 20 µM. 190,000 compounds, 0.005% hits;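 active = activation factor of 2 or more at 20 µM, relative to plate controls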
Diaph inh CS: diaphorase inhibitors and chemical oxidizers, primary screen, counter-screen for diaphorase-coupled primary assays, biochemical, uHTS, resorufin fluorescence. inhibition, % at 20 µM. diaphorase resazurin-to-resorufin fluorescence, NADH, 16 min; bacterial (C. kluyveri) enzyme, not human. AID 1217, 2008. 190,000 compounds, 0.69% hits;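 active = primary screen inhibition at 20 µM above a set limit, cut at about 50% in these data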;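 also: plate controls were DMSO with full reaction for no effect and wells lacking NADH for full effect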
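Assay system: diaphorase enzyme from Clostridium kluyveri; Input: enzyme working solution with 0.14 U/mL diaphorase; Timing: 16 min at room temperature; Technique: resorufin fluorescence, excitation 544 nm, emission 590 nm; Benchmarks: positive control minus NADH, DMSO neutral control.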
RAM network inh: inhibitors of the yeast RAM network, primary screen, dse1pr::URA3 reporter, 5-FOA selection; S. cerevisiae dse1pr::URA3 reporter, 5-FOA growth OD615, 2 d; analog-sensitive cbk1-as2 kinase mutant strain; inhibition, % at 50 µM; 190,000 compounds, 1.8% hits; AID 868, 2007;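 active = inhibition above a set limit, 3 SD over mean compound inhibition, cut at about 8.4% in these data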;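 also: 0% = DMSO-only wells with no growth and 100% = 10 µM 1-NA-PP1 full growth; inhibition rescues growth on 5-FOA so higher OD means more RAM inhibition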
Numbers without * were called inactive; nt = no result given. Rule as the data show it, unless noted: active = inhibition above about 50%; inactive = the rest.

molecule	Hsp70 activator	Diaph act CS	S1P3 antagonist	PMI act hi M6P	G6PDH counter	Redox H2O2 prof	TLR4 MyD88 comp	L major viab	PMI activator	Diaph inh CS	RAM network inh
Cc1cccc(-n2nc(C(=O)c3ccco3)cc(-c3nc4ccccc4[nH]3)c2=N)c1	-0.4	1	3	1	0	0.2	3	100*	1.1	-1	0.3
CCc1cc2c(N3CCN(c4nnc(CC)s4)CC3)ncnc2s1	-0.5	0.9	18	1.2	2	2.1	4	0	1.2	11	0.6
N#C/C(C(=O)c1ccccc1)=C1/SC=C(N)N1c1ccccc1	-0.5	0.6	12	1.6	5	0.8	2	-2	1.2	37	0.8
CC1=C(Cl)C2=NS(=O)(=O)CCN2C=C1Cl	-0.3	1	-10	1	2	0.3	5	-4	1.1	-3	0.1
CCOc1cc(/C=N\NC(N)=O)cc(Br)c1OC(C)C	-0.3	0.9	-6	0.9	3	-0.6	-18	10	0.9	14	1.6
COc1ccc(S(=O)(=O)Nc2nc3ccccc3nc2NCc2ccc3c(c2)OCO3)cc1	-0.2	1	-4	1.2	1	0.3	-2	-3	1.1	4	6.2
Cc1ccc(N2CCN(c3ccc(NC(=O)CCC(=O)O)cc3)CC2)cc1	-0.1	1	-5	1	6	-0.2	11	-5	1	3	1.2
CC(=O)NC(=S)Nc1sc2c(c1C#N)CCCCC2	-0.1	0.8	-8	0.8	-9	0.4	3	8	0.7	24	2.4
OCCNc1nc(Nc2ccc(Br)cc2)nc2ccccc12	-0.4	0.9	9	1.4	1	-1.0	1	100*	1.1	8	8.0
CN(c1ccc(C(=O)Nc2ccccc2Sc2ccccc2)cc1)S(C)(=O)=O	0.1	0.9	nt	0.9	12	1.0	-2	-2	0.9	13	7.6
C=C(C)COc1ccc(-c2nc(N)ncc2-c2ccc(OC)cc2)c(O)c1	-0.2	0.8	21	0.9	-40	2.7	-6	30	0.8	18	1.3
O=C(Nc1ccccc1)N1CCN(c2ccccn2)CC1	-0.3	0.9	nt	1	9	-4.9	-12	2	1	12	0.6
O=C(/C=C/c1ccc(Cl)c(Cl)c1)NCc1ccco1	0.1	0.9	8	1	4	0.5	3	39	1	12	2.7
O=C(COC(=O)c1c(Cl)ccc(Cl)c1Cl)NC1CCS(=O)(=O)C1 (stereo unspecified)	-0.1	1	-1	1	1	-1.6	11	11	1.1	2	2.6
NNC(=O)Cn1cnc2ccccc21	0.0	0.9	-4	0.9	5	0.3	4	-1	1.2	6	1.7

Whole records, quoted from the list. Values in the order: Hsp70 activator | Diaph act CS | S1P3 antagonist | PMI act hi M6P | G6PDH counter | Redox H2O2 prof | TLR4 MyD88 comp | L major viab | PMI activator | Diaph inh CS | RAM network inh
COc1ccc(S(=O)(=O)Nc2nc3ccccc3nc2NCc2ccc3c(c2)OCO3)cc1 reads -0.2 | 1 | -4 | 1.2 | 1 | 0.3 | -2 | -3 | 1.1 | 4 | 6.2
N#C/C(C(=O)c1ccccc1)=C1/SC=C(N)N1c1ccccc1 reads -0.5 | 0.6 | 12 | 1.6 | 5 | 0.8 | 2 | -2 | 1.2 | 37 | 0.8

Other entries follow.
molecule	Hsp70 activator	Diaph act CS	S1P3 antagonist	PMI act hi M6P	G6PDH counter	Redox H2O2 prof	TLR4 MyD88 comp	L major viab	PMI activator	Diaph inh CS	RAM network inh
Cc1ccc(Nc2ncnc3ccccc23)cc1	0.2	0.9	3	1	6	-0.8	-7	36	1	7	1.2
CC1(C)CC(=O)c2cc(OCC(=O)NCCCN3CCN(c4ccc(F)cc4)CC3)ccc2O1	-0.6	0.9	10	1	-2	0.5	-6	13	1	11	0.5
C=CCNc1sc(C(=O)C2CC2)c(N)c1C#N	-0.2	0.9	nt	0.9	1	-1.1	2	3	0.9	10	1.2
CCOC(=O)c1cnc2c(C(=O)OC)cccc2c1NCc1ccco1	0.1	0.9	nt	1	-23	0.2	-21	51*	1	12	1.4
O=C(NC1CCCC1)c1sc(=S)n2c1[nH]c(=O)c1ccccc12	0.1	0.4	-10	0.9	10	1.7	-17	0	1	61*	7.4
Cc1ccc(CNS(=O)(=O)c2ccc3c(c2)CCN3C(=O)CCCC(=O)O)cc1	-0.3	0.9	0	1	2	1.4	-12	-6	1.1	8	6.2
O=c1/c(=C\c2ccc(O)cc2)sc2n1C(c1ccccc1)C(c1ccccc1)=NN=2 (stereo unspecified)	-0.1	1	nt	1	1	2.5	4	28	0.9	1	7.7
CCOC(=O)c1ccc(-n2c(N)c(C(=O)NCc3ccco3)sc2=S)cc1	-0.2	0.8	nt	0.9	4	-0.3	-4	-1	0.7	25	6.2
COc1ccc(Nc2cc(=O)oc3ccccc23)cc1	-0.3	0.9	nt	1.1	2	-0.4	4	-2	1.1	10	2.5
Cc1ccc(Nc2nc(N)nc(CN3CCCCCC3)n2)c(C)c1	-0.1	1	-5	1.3	1	0.5	6	5	1.1	4	1.7
Cc1ccccc1/C=c1\s/c(=C\C(=O)C(C)(C)C)[nH]c1=O	-0.3	0.9	nt	0.9	-2	-0.1	9	25	0.9	12	5.3
Cc1ccccc1OCCOC(=O)c1nc2nccc(C)n2n1	-0.2	0.9	0	1	6	0.1	4	-6	1	11	1.7
Cc1cc(C)n(-c2nc3c(c(=O)[nH]c(=O)n3C)n2CC(C)C)n1	-0.1	1	-28	0.9	11	0.3	-11	-8	0.9	-1	1.2
CCCC1=C(C(=O)OCC)C(c2cc(Cl)cc(OC)c2OCC(=O)OCC)NC(=O)N1 (stereo unspecified)	0.0	0.9	14	1	11	0.5	-14	13	0.9	12	3.4
CCOC(=O)Cn1c(=NC(=O)c2cccs2)sc2cc(C(=O)OC)ccc21	0.0	1.1	-6	1	17	0.2	-10	4	1.1	-10	6.4
O=C1N[C@@H](Cc2ccccc2)C(=O)N1CCN1CCOCC1	-0.1	0.9	nt	1.1	6	-1.7	-11	-2	1	11	2.1
Cc1nc(N2CCOCC2)c2c(C)c(C(=O)Nc3ccccc3C(F)(F)F)sc2n1	-0.2	0.9	-11	1	-2	0.7	-5	42	1	14	0.7
Nc1nnc(CC2=CCCCC2)s1	0.3	0.9	nt	1	-4	0.4	3	-7	1	6	-0.2
CC1(C)CC2CC(C)(CN2CC(=O)C(C#N)c2ccccc2)C1 (stereo unspecified)	-0.2	0.9	-3	1.4	-6	2.1	-3	12	1.5	11	-0.3
COC(=O)C1C(=O)C=C(Nc2ccc(F)cc2F)CC1c1ccc(OC)cc1 (stereo unspecified)	-0.2	0.8	-12	0.9	-10	-0.5	-9	1	0.8	16	0.8
CCN(CC)CCCNC(=O)c1ccc(Cl)c(S(=O)(=O)Nc2ccccc2OC)c1	-0.5	1	nt	1.1	12	-0.1	-7	8	1.1	-3	0.3
CCOc1ccc(-n2cc(C(=O)N3CCC(C)CC3)c3cc(OC)c(OC)cc3c2=O)cc1	-0.3	0.9	18	1.1	5	1.2	4	13	0.9	7	0.0
CCCCn1c2nc3ccccc3nc2c2c(=O)n(CCC(C)C)cnc21	-0.1	1.1	-4	1.1	10	4.5	-2	11	1.2	-10	1.8
COc1ccc(-n2c(C)cc(/C=N/Nc3nc(N4CCOCC4)nc(N4CCOCC4)n3)c2C)cc1	-0.6	0.8	-1	0.8	5	-0.6	-12	98*	0.9	19	0.8
COc1ccc(NC(=O)NC(C)(C(F)(F)F)C(F)(F)F)cc1	0.0	0.9	nt	0.9	4	-4.9	-3	-4	0.9	7	2.6
c1ccc(CN2CCN(C3=Nc4cccc5cccc3c45)CC2)cc1	-0.1	0.9	nt	0.8	12	1.2	-4	98*	0.8	15	0.4
CCN(CC)c1ccc(/C=C2/SC(=O)N(C(C)C)C2=O)o1	0.2	0.7	-2	0.5	8	-0.6	7	99*	0.9	25	2.9
CC(=O)Nc1cccc(-c2nc3ccccc3[nH]2)c1	-0.2	1	-7	1	11	-0.4	-14	4	1.1	-1	1.4
O=C(NCc1ccccc1)c1ccc2c(c1)C(=O)N(CC1CCCO1)C2=O (stereo unspecified)	0.0	0.9	nt	0.9	4	1.3	20	-2	0.9	11	1.4
Fc1ccc(N2CCN(c3nnnn3-c3ccccc3)CC2)cc1	-0.1	0.9	-3	1	-3	-0.6	0	-5	1	10	2.0
Cc1ccc(OCCOCCN2CCN(C)CC2)c([N+](=O)[O-])c1	-0.2	0.7	-8	1	6	-0.7	1	-6	0.9	31	2.9
COc1ccc(S(=O)(=O)Cc2ccc(C(=O)N3CCN(c4cc(Cl)ccc4C)CC3)o2)cc1	-0.2	0.8	1	0.9	14	-0.5	6	-6	0.9	19	1.4
O=C(NCc1cccs1)c1ccccc1	-0.4	0.9	nt	1	8	0.0	-12	4	1.1	9	2.4
Cc1ccccc1C(=O)O/N=C/c1c(N2CCOCC2)n(C)c2ccccc12	-0.5	0.9	nt	0.9	1	-4.3	9	100*	0.9	12	1.4
Cc1cccc(/C=N/NC(=O)Cn2nccc2C)n1	-0.3	0.9	-29	0.9	-8	2.5	0	-5	0.9	6	0.5
Cc1c(Br)c([N+](=O)[O-])nn1CC(=O)N(C)Cc1ccccc1	-0.2	1	-5	1	8	-0.9	-5	9	1	4	1.2
CNS(=O)(=O)c1ccc(NS(=O)(=O)c2ccccc2F)cc1	0.7	0.9	-12	1	2	10.0	-4	-2	1.1	8	2.2
CC(C)(C)c1cnnn1-c1ccc(C=O)cc1	0.3	0.8	nt	1	3	0.8	-1	3	1	19	-0.4
Cc1csc(SCC(=O)Nc2ccccn2)n1	-0.1	0.9	-17	1	-4	1.1	-7	-2	1	7	1.5
FC(F)(F)c1nnc2n1N=C(c1cccs1)CS2	-0.4	0.9	-25	1	3	-0.8	4	3	1.3	5	2.6

Source: PubChem
